Assay outcomes: PubChem, National Center for Advancing Translational Sciences (NCATS)
Pf Dd2 inh – blocks in vitro growth of P. falciparum Dd2; P. falciparum Dd2 growth, SYBR Green, 72 h; Potency, µM (series often up to 28.9 µM), without a hit: at the top dose activity, negative = inhibition, hits mostly inhibitors; 120,000 tested, 4.3% active; active means well fitted inhibition curve with a large enough effect; inconclusive means small, poorly fitted or top-dose-only effect; inactive means no such curve, though single readings can be large or run the other way;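 further: plate controls were DMSO vehicle for no effect and reference drug for full effect; nearly all actives have a fitted effect of over 65% in size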
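Readout: SYBR Green fluorescence, 485 nm excitation, 535 nm emission, after ~16 h lysis at 37C. Before that, Dd2-infected red cells (2.5% hematocrit) grew 72 h with compound, 29 uM top final concentration.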
Active calls of the source: *; i = inactive; ? = inconclusive; [ ] = remark or other dose. Potency means the concentration at half of the fitted maximal effect.

smiles | Pf Dd2 inh
O=C(Nc1ccc([C@H]2OCC(=O)N(Cc3ccc(F)cc3)[C@@H]2CO)cc1)c1ccccc1 | ?
Cc1cccc(C(=O)N2CCC3(CC2)NC(=O)N(Cc2ccccc2)C3=O)c1 | -22%
O=C(C1CCCCCC1)N1CCC(n2cc(-c3ccccc3)nn2)CC1 | -11%
O=C1[C@H]2CCCN2C(=O)C2C[C@@H](NS(=O)(=O)c3cccs3)CCN12 (stereo partly drawn) | 1%[44.1 µM]
CCO[C@H]1C[C@@H](O)C12CCN(c1ccc(C#N)cn1)CC2 | -2%
CCOc1ccccc1CNC(=O)C1CCN(c2nnc(-n3c(C)ccc3C)s2)CC1 | ?
CC(=O)NC1(C)CCN(c2cccc(C(F)(F)F)c2)CC1 | -19%[44.1 µM]
COc1ccc(C(=O)NCc2ccc3c(c2)CCN3C(=O)c2ccccc2)cc1 | 17%
CC(=O)N1CCCC(C(=O)N2CCC3(CC2)C(=O)N(C)c2ccccc23)C1 (stereo not drawn) | -9%
O=C(NC1CCCN(C(=O)C2CC2)C1)c1cccc(Cn2cccn2)c1 (stereo not drawn) | 2%
CCOC(=O)c1ccc(NC(=O)COc2cccc3c(=O)n(C)ccc23)cc1 | -30%
COc1ccc(C)c2sc(N(Cc3cccnc3)C(=O)CCc3ccccc3)nc12 | ?
CCOc1ccc(N2CC(C(=O)NCc3nnnn3-c3ccc(C)c(C)c3)CC2=O)cc1 (stereo not drawn) | i
CCOC(=O)c1ccc(NC(=O)CC2C(=O)N(c3ccc(F)cc3)C(=O)N2Cc2ccc3c(c2)OCO3)cc1 (stereo not drawn) | i
CCOC(=O)C1CCN(C(=O)c2ccc(-c3ccc(N4CCCCCC4)nc3)cc2)CC1 | ?
O=C(CC1CCOC2(CCN(Cc3cccc(F)c3)CC2)C1)NCc1ccncc1 (stereo not drawn) | i
Cc1ccc(C(=O)NCC(c2ccc(Cl)cc2)N2CCCCC2)cc1 (stereo not drawn) | ?
Cc1ccc(NC(=O)c2cnc(N3CCCCC3)c3ccccc23)cc1Cl | -22%
O=C(C1CC1)N1CCC2(CC1)CC(N1CCN(c3ccccn3)CC1)CCO2 (stereo not drawn) | -22%
Cc1ccn2c(Nc3ccc4c(c3)OCO4)c(-c3ccc(C)o3)nc2c1 | ?
Cc1ccc2nc(Cl)c3cc(C(=O)N4CCCCC4)sc3c2c1 | -26%
C=CCN1CCN(C(=O)[C@@H]2C[C@@H](O)CN2C2CCN(C(=O)c3cccc(OC)c3)CC2)CC1 | -18%
CCOCCCn1c(SCC(=O)OCC)nc2c(sc3ccccc32)c1=O | -14%
COc1ccc(CCN2CCCC(CN(C)C(=O)c3cnn(C(C)C)c3)C2)cc1 (stereo not drawn) | i
CCn1c(=O)c2cc(C(=O)Nc3cc(OC)c(OC)c(OC)c3)sc2c2ccccc21 | i

Continued; it opens with the six that closed the last part.
smiles | Pf Dd2 inh
Cc1ccn2c(Nc3ccc4c(c3)OCO4)c(-c3ccc(C)o3)nc2c1 | ?
Cc1ccc2nc(Cl)c3cc(C(=O)N4CCCCC4)sc3c2c1 | -26%
C=CCN1CCN(C(=O)[C@@H]2C[C@@H](O)CN2C2CCN(C(=O)c3cccc(OC)c3)CC2)CC1 | -18%
CCOCCCn1c(SCC(=O)OCC)nc2c(sc3ccccc32)c1=O | -14%
COc1ccc(CCN2CCCC(CN(C)C(=O)c3cnn(C(C)C)c3)C2)cc1 (stereo not drawn) | i
CCn1c(=O)c2cc(C(=O)Nc3cc(OC)c(OC)c(OC)c3)sc2c2ccccc21 | i
CC(C)c1ccc(N2C(=S)N[C@H]3[C@@H](O)[C@H](O)C[C@@H](C(=O)N(C)Cc4ccccc4)[C@H]32)cc1 | 13µM*
CC(C)CN1CC(COc2ccc3ccccc3c2)Oc2ccnc(-c3ccc(OCC(=O)O)cc3)c2C1=O (stereo not drawn) | -16%
CC(=O)Nc1cc(C(=O)N2CCC(C)CC2)c2ccc(C)nc2c1 | -10%
Cc1cc(C)n2ncc(CN3CCn4nc(C(C)O)cc4C3)c2n1 (stereo not drawn) | 2%
COc1ccc(C2(C(=O)N[C@H]3COC[C@H]3Cc3cc(C)no3)CCCC2)cc1 | -7%
CC(C)NC(=O)C1CCC(Cn2c(=O)c3sccc3n(CC(=O)NCc3ccccc3)c2=O)CC1 (stereo not drawn) | -2%
CCc1ccc(NS(=O)(=O)c2c(-c3ccccc3)csc2C(=O)OC)cc1 | 4%
CCNC(=O)Nc1ccc(OCC(=O)N2CCCCC2)nc1 | 18%
CCOC(=O)c1ccc(NC(=O)Cn2c(=O)cc(C)c3c(C)nn(-c4ccc(CC)cc4)c32)cc1 | 28%
CC(C)n1c(C2CCN(C(=O)c3n[nH]c4ccccc34)CC2)nn(C)c1=O | -18%
CC1(c2ccccc2)N(Cc2ccccc2)C(=O)OC12CCN(Cc1ccccn1)CC2 (stereo not drawn) | ?
O=C(Cn1c(=O)c2cccn2c2ccc(F)cc21)Nc1cccc(F)c1 | -1%
Cc1ncc2n1C(=O)N(C1CCN(C(=O)Nc3ccccc3)CC1)C2 | -23%[44.1 µM]
COc1ccc(Cl)cc1NS(=O)(=O)c1c(C)nc2scc(C)n2c1=O | -2%
Cc1ccc(CNC(=O)CSc2ncc(S(=O)(=O)c3ccc(Br)cc3)c(=O)[nH]2)cc1 | 50%[activator]
COC(=O)Cn1c(=O)c2c(nc3n2CCN3c2ccc(F)cc2)n(C)c1=O | 0%
COC(=O)c1ccc(NC(=O)c2nn(C)c3c2CS(=O)(=O)c2ccccc2-3)cc1 | ?
COc1ccc(Cl)cc1NC(=O)Cn1cc(S(=O)(=O)Cc2cccc(Cl)c2)c2ccccc21 | ?
O=C(Nc1cccc(C(=O)N2CCCCC2)c1)c1nsc2ccccc12 | -23%
Cc1ccc2onc(CC(=O)N3CCN(c4ccc(F)cc4)CC3)c2c1 | -3%
CCOc1ccc(NC(=O)c2nc(S(=O)(=O)Cc3ccccc3F)ncc2Cl)cc1 | ?
O=C1[C@@H]2C[C@@H](O)CN2C2(CN(Cc3ccccc3F)C2)C(=O)N1Cc1cccc(Cl)c1 | ?
CCc1nnc2c(Nc3cccc(C(C)=O)c3)nc3ccccc3n12 | -2%
O=C1c2cnc(-c3cccnc3)nc2OCCN1Cc1ccccc1 | ?
COc1cccc2c1OCC(C(=O)NCCSc1ccc(C)cc1)C2 (stereo not drawn) | 1%

2 of these compounds in a different format.
COc1ccc(Cl)cc1NC(=O)Cn1cc(S(=O)(=O)Cc2cccc(Cl)c2)c2ccccc21
  Pf Dd2 inh: ?
O=C(Nc1cccc(C(=O)N2CCCCC2)c1)c1nsc2ccccc12
  Pf Dd2 inh: -23%

Next section.
smiles | Pf Dd2 inh
Cc1cccc(OCC(=O)N2CCCC(c3noc(COc4ccccc4F)n3)C2)c1 (stereo not drawn) | ?
COc1ccnc(-c2nnc3ccc(NC4CCOCC4)nn23)c1 | i
O=C(N[C@H]1C[C@@H](CO)N(Cc2ccco2)C1)c1cccnc1 | -11%
COc1ccc(-c2nnc([C@H]3CCN(C(=O)c4ccccc4)C3)o2)cc1 | i
O=C(Nc1cc(-c2nc3ccccc3s2)ccc1Cl)c1cc2ccccc2o1 | 19%
COc1ccc(NC(=O)c2oc3ccc4c(c3c2C)C(=O)CC(C)(C)O4)cc1OC | i
O=C(NCc1nnc2ccc(-c3ccccc3)nn12)c1ccncc1 | 0%
COCc1nncn1C1CCN(C(=O)c2cccc(C(F)(F)F)c2)CC1 | -20%
O=C(N[C@H]1CCN2C(=O)c3ccccc3NC(=O)[C@@H]2C1)c1cnccn1 | 11%[44.1 µM]
CC1(C)[C@H]2CC[C@@H](CNC(=O)c3ccc4c(c3)OCO4)[C@@H]1C2 | ?
COc1ccc(S(=O)(=O)N2CCCC(c3nn[nH]n3)C2)cc1 (stereo not drawn) | -17%
CC(c1nc(-c2ccc(Cl)cc2)nn1CC(=O)O)N1CCCC1=O (stereo not drawn) | 0%
CC(=O)Nc1ccc(C(=O)N[C@@H]2CCOC[C@H]2OCc2ccccn2)cc1 | -8%
CCC(C)NC(=O)CSc1c2c(nc3cc(Cl)ccc13)CCCC2 (stereo not drawn) | -9%
N#Cc1cccc(NC(=S)N[C@H]2CO[C@H]3[C@@H]2OC[C@@H]3n2nnnc2Oc2ccc3c(c2)OCO3)c1 | -29%
Cc1ccn2c(Nc3ccc4c(c3)OCCO4)c(-c3ccccc3O)nc2c1 | 11µM*
Cc1noc(C)c1-c1cnc(Nc2ccc(Cl)cn2)c2c1CCO2 | -16%[44.1 µM]
COc1ccc(CCCN2C(=O)O[C@@H]3CN(C4CCOCC4)C[C@@H]32)cc1 | -27%
CCCCOc1ccc(C(=O)N2CCC(c3n[nH]c(=O)n3Cc3ccc(C)cc3)CC2)cc1 | -3%
O=C(NCc1ccco1)c1ccc2c(c1)N(Cc1ccccc1F)C(=O)c1ccccc1S2=O (stereo not drawn) | ?
Cc1cccc(CNC(=O)CCCN2C(=O)COc3ccc(C)cc32)c1 | 21%
CN1CC(=O)N(c2ccc([N+](=O)[O-])cc2)Cc2c1ncnc2N1CCC(N2CCOCC2)CC1 | ?
CCOCCCNC(=O)CN1C(=O)CCn2nc(-c3cccn3C)cc21 | 40%[activator]
CCCn1c2ccccc2c2nnc(SCC(=O)Nc3cccc(C(C)=O)c3)nc21 | -19%
CC(=O)c1cccc(NC(=O)c2cccn(Cc3cccc(C)c3)c2=O)c1 | 41%[activator]

Next structures follow:
smiles | Pf Dd2 inh
COc1cccc(N2C(=O)NC(=NC3CCCC3)C23CCN([S+](=O)([O-])c2ccccc2)C3)c1 (stereo not drawn) | 10%
CC1(C(=O)NC2CCOCC2)COCc2cnc(Nc3ccccc3)nc21 (stereo not drawn) | 13%[44.1 µM]
Cc1ccc(C(=O)N2CCc3cc(CNC(=O)c4ccc(Br)cc4)ccc32)cc1 | i
O=C1NCCCCCCN(Cc2ccc(F)cc2F)[C@H]2CCC[C@@H]12 | ?
COc1ccccc1C(=O)N1CCC2(CC1)CC(c1cccnc1)=NO2 | i
CN(C)c1ccc(CN2CCOC[C@H]2c2ncc(-c3ccncc3)[nH]2)cc1 | ?
Fc1ccc(OC2CN(Cc3cccc4ccccc34)C2)c(F)c1 | ?
CCCSc1ncc(Cl)c(C(=O)N2CCN(c3ccc(OC)cc3)CC2)n1 | i
O=C(O)CC1NCCNC1=O (stereo not drawn) | 20%
CCNC(=O)N[C@H]1[C@H](O)[C@H](O)C[C@@H]1c1ccncc1 | -16%[44.1 µM]
COc1ccc(-c2nnc3n2CCN(C(=O)c2cccc(OC)c2)C3)cc1 | -23%
C[C@]1(O)CCN(C(=O)CCc2c[nH]c3ccccc23)C[C@@H]1O | 4%
Cc1cc(NC(=O)CN2C(=O)c3cccnc3Sc3ccccc32)ccc1Br | 11µM*
O=C(NCc1ccncc1)c1cc2n(n1)CC(c1ccc(Br)cc1)OC2 (stereo not drawn) | i
CC(C)C(=O)NCCC1CCN(C(=O)Nc2cc(F)ccc2F)CC1 | -9%
O=C1CCN(C(=O)CC2CCCCC2)CCCC(c2nc(-c3cccnc3)no2)CCN1 (stereo not drawn) | ?
CN(C)CCNC(=O)c1ccc2c(=O)n3c(nc2c1)CCCCC3 | -20%
COc1cccc2c1CCN=C2C[C@H]1CN(C(=O)C2CCC2)CC[C@H]1CC(=O)O | i
CCC(C)NC(=O)C1COC2(CCC(C)CC2)N1C(=O)c1cccc(F)c1 (stereo not drawn) | ?
CCNC(=O)c1sc2ncnc(NC[C@H]3C[C@@H]4C=C[C@H]3C4)c2c1C | -6%
CCN1c2cc(C(=O)Nc3cccc(OC(F)(F)F)c3)ccc2C(=O)N2CCCCC21 (stereo not drawn) | 4.5µM*
O=C(CCC1CCN(C(=O)c2ccccc2Cl)CC1)NC1CC1 | 1%
O=C(Cc1c(F)cccc1Cl)N1CCCN(c2cc(-c3ccccc3)[nH]n2)CC1 | i
O=C(Nc1cc(-c2nc3ccccc3o2)ccc1Cl)c1cc([N+](=O)[O-])ccc1N1CCOCC1 | -7%
O=C(Nc1ccccc1C(F)(F)F)C1(S(=O)(=O)c2ccc(Cl)cc2)CC1 | 22%

Later entries:
smiles | Pf Dd2 inh
COC1CN(C2CCN(C(=O)c3cccnc3C)CC2)C12CCOCC2 (stereo not drawn) | -21%
Cc1noc([C@@H]2CN(C3CCCC3)C[C@H]2CO)n1 | -16%
Cc1cc(C)c(NC(=O)COc2ccc3c(C)cc(=O)oc3c2)c(C)c1 | i
O=C(Nc1ccccc1)N1CCCN(c2nc3ncccc3o2)CC1 | 12%[44.1 µM]
CCNC(=O)N[C@H]1[C@H](O)[C@@H](N2CCOCC2)[C@@H]2OC[C@H]1O2 | -3%[44.1 µM]
C=CCOC(=O)C1=C(C)N=C2SC=C(CC(=O)N3CCCC3)N2C1c1cccc(OC)c1OC (stereo not drawn) | 5µM*
CCc1ccc(NC(=O)c2cc3c(COC(C)=O)cnc(C)c3oc2=O)cc1 | -13%
O=C(NC1C[C@H]2CC[C@@H](C1)N2C(=O)CC1CCCCC1)c1ccc(F)cc1 (stereo partly drawn) | ?
Cc1cccc(NC(=O)N2CCC(N3CC4CC(C3)[C@H]3CCCC(=O)N3C4)CC2)c1 (stereo partly drawn) | -9%
CC(=O)NC1(C)CCN(Cc2cccc(Oc3ccccc3)c2)CC1 | ?
CNC(=O)[C@@H]1CN(S(=O)(=O)Cc2ccccc2)C[C@H]1COC | 8%
C=CCN1CCN(C(=O)CCC[C@H]2NC[C@@H]3C[C@H]2CN(Cc2ccccc2)C3)CC1 | ?

Not all compounds are listed; rates above refer to the full screens.
